Pf Dd2 inh = blocks in vitro growth of P. falciparum Dd2; 4.3% of 120,000 active; AID 1347417; P. falciparum Dd2 growth, SYBR Green, 72 h; Potency, µM (doses to about 28.9 µM), inactives show top-dose activity, negative = inhibition, most hits filed as inhibitors; active means well fitted inhibition curve with a large enough effect; inconclusive means small, poorly fitted or top-dose-only effect; inactive means no such curve, though single readings can be large or run the other way;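 further: plate controls were DMSO vehicle for no effect and reference drug for full effect; nearly all actives have a fitted effect of over 65% in size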
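Readout: SYBR Green fluorescence, 485 nm excitation, 535 nm emission, after ~16 h lysis at 37C. Before that, Dd2-infected red cells (2.5% hematocrit) grew 72 h with compound, 29 uM top final concentration.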
An asterisk follows results filed as active; [ ] = another dose, or the depositor's remark. Potency means the concentration at half of the fitted maximal effect.

For O=C(Cn1nc2c(cc1=O)CCCC2)NCC1CCOCC1 the results were Pf Dd2 inh 8.2%.
Screening CCCCOC(=O)/C(C#N)=C/c1ccc(-c2cccc(C(F)(F)F)c2)o1 returned Pf Dd2 inh inactive.
For Clc1ccc(CN2CCOC[C@H](Oc3ccccc3)C2)cc1 the results were Pf Dd2 inh inconclusive.
CCOC(=O)C1CCCN(S(=O)(=O)c2cc3c(cc2C)NC(=O)CO3)C1 (stereo unspecified) was read as Pf Dd2 inh -11.5%.
Cc1cccc(C(=O)N2CCCCCCN(C)C(=O)[C@@H]3CCC[C@@H]32)c1 was read as Pf Dd2 inh inconclusive.
Screening COc1ccc2c(c1)CN(C1CCOCC1)CC[C@H]1COC(=O)N21 returned Pf Dd2 inh 14.8%[44.1 µM].
COCC(=O)NCc1nc2cccnc2n1Cc1ccc(F)cc1 was read as Pf Dd2 inh 15.3%.
COc1ccc(C2(C(=O)N3CCC4(CC3)CC(N3CCCCC3)CCO4)CC2)cc1 (stereo unspecified) was read as Pf Dd2 inh inactive.
Cc1ccc(NC(=O)Cn2c(-c3ccc(Cl)cc3)nc(C)c(CCO)c2=O)c(C)c1 was read as Pf Dd2 inh inconclusive.
Screening COc1ccc(N2CCN(C(=O)c3cc4c(s3)-c3c(C)cccc3OC4)CC2)cc1 returned Pf Dd2 inh 22.0%.

Reprinted from the part before: two entries; new compounds follow.
Cc1ccc(NC(=O)Cn2c(-c3ccc(Cl)cc3)nc(C)c(CCO)c2=O)c(C)c1 was read as Pf Dd2 inh inconclusive.
Screening COc1ccc(N2CCN(C(=O)c3cc4c(s3)-c3c(C)cccc3OC4)CC2)cc1 returned Pf Dd2 inh 22.0%.
Screening CC(C)C(=O)N[C@H]1C[C@@H](Cc2cc(CN3CCOCC3)on2)C1(C)C returned Pf Dd2 inh -23.4%[44.1 µM].
O=C(c1ccc(F)cc1)N1CCC2(CC1)NCc1ccccc1NC2=O was read as Pf Dd2 inh 12.7%.
COCc1cc(=O)[nH]c(N2CCCC2)n1 was read as Pf Dd2 inh -16.3%.
Screening CN1[C@@H](CCC(=O)NCc2ccco2)CNC(=O)[C@@H]2[C@H]1CCN2Cc1nc2ccccc2n1C returned Pf Dd2 inh -7.7%.
For COc1cc(C(=O)N2CCCN(C)c3ccccc32)cc(OC)c1OC the results were Pf Dd2 inh inactive.
CC(C)(C)CC(=O)Nc1ccc2c(N3CCOCC3)ncnc2c1 was read as Pf Dd2 inh inactive.
For CS(=O)(=O)Nc1ccc(C2(C(=O)NCc3cccc(F)c3)CCCCC2)cc1 the results were Pf Dd2 inh inactive.
`COCCNc1ncc(-c2ccc(OC)cc2)c2c1OCC2` gave Pf Dd2 inh 13.0%[44.1 µM].
`Cc1ccc(N2CCN(C(=O)c3cc(S(=O)(=O)N4CCCCC4)c[nH]3)CC2)c(C)c1` gave Pf Dd2 inh -2.0%.
O=C(CSCc1ccc(F)cc1)N1CCc2c([nH]c3ccccc23)C1c1ccccc1 (stereo unspecified) was read as Pf Dd2 inh inconclusive.
Screening O=C(CCCc1ccccc1)NC1CC(=O)N(c2ccc(F)cc2)C1 (stereo unspecified) returned Pf Dd2 inh 6.9%.
For Cc1cc(C)n(Cc2cc(C(=O)NC[C@H]3C[C@H]4C=C[C@H]3C43CC3)n[nH]2)n1 the results were Pf Dd2 inh -23.8%.
Screening CCC(=O)Nc1sc2c(c1C(=O)Nc1ccccc1C)CCC(C)C2 (stereo unspecified) returned Pf Dd2 inh inconclusive.
`Cc1ccc(OCCCCn2c(CCNC(=O)C(C)(C)C)nc3ccccc32)cc1` gave Pf Dd2 inh inconclusive.
For CCOc1ccccc1NC(=O)Cn1c(=O)n(-c2ccccc2)c(=O)c2c1cc(C)n2C the results were Pf Dd2 inh 32.3%.
For Cn1cc(C2c3nccn3CCCN2C(=O)c2ccccc2F)cn1 (stereo unspecified) the results were Pf Dd2 inh 26.1%.
`O=C(Cc1ccccc1)N1CCC2(Cc3ccccc3NC2=O)C1` (stereo unspecified) gave Pf Dd2 inh inactive.
CCn1nnc2cc(C(=O)Nc3cccc(C(F)(F)F)c3)ccc21 was read as Pf Dd2 inh -5.4%.
Screening COc1ccc(C(C)NC(=O)c2cc(-c3ccccc3)cn2C)cc1OC (stereo unspecified) returned Pf Dd2 inh -24.5%.
CCCOc1ccc(C2=NC(c3ccc(F)cc3)=Nc3ccc(OC)cc3N2)cc1 was read as Pf Dd2 inh inactive.

Not a retest: six of the compounds above.
For O=C(Cn1nc2c(cc1=O)CCCC2)NCC1CCOCC1 the results were Pf Dd2 inh 8.2%.
Screening CCCCOC(=O)/C(C#N)=C/c1ccc(-c2cccc(C(F)(F)F)c2)o1 returned Pf Dd2 inh inactive.
For Clc1ccc(CN2CCOC[C@H](Oc3ccccc3)C2)cc1 the results were Pf Dd2 inh inconclusive.
CCOC(=O)C1CCCN(S(=O)(=O)c2cc3c(cc2C)NC(=O)CO3)C1 (stereo unspecified) was read as Pf Dd2 inh -11.5%.
Cc1cccc(C(=O)N2CCCCCCN(C)C(=O)[C@@H]3CCC[C@@H]32)c1 was read as Pf Dd2 inh inconclusive.
Screening COc1ccc2c(c1)CN(C1CCOCC1)CC[C@H]1COC(=O)N21 returned Pf Dd2 inh 14.8%[44.1 µM].

Following part
Screening Cc1ccn2c(Nc3ccc(C(C)C)cc3)c(-c3cccnc3)nc2c1 returned Pf Dd2 inh 11.2µM*.
`O=C(Cc1cccc(F)c1)NCc1nnc2cc(-c3nc(C4CC4)no3)ccn12` gave Pf Dd2 inh inactive.
For Cc1nc([C@@H]2CN(S(=O)(=O)c3ccc4c(c3)CCC4)C[C@H]2C(N)=O)n[nH]1 the results were Pf Dd2 inh -14.9%.
Screening CCc1cc2c(cc3c(=O)n(CCCC(=O)NCc4cccc(Cl)c4)ncn32)s1 returned Pf Dd2 inh inconclusive.
`c1cc(-c2n[nH]c(C3CCCCN3)n2)ccn1` (stereo unspecified) gave Pf Dd2 inh 0.2%.
CCn1cc(CN2CCN(C(=O)Cc3ccsc3)CC2)ccc1=O was read as Pf Dd2 inh -7.3%.
For Oc1cccc(CN(Cc2ccsc2)Cc2ccco2)c1 the results were Pf Dd2 inh inactive.
CCCCOC(=O)C1=CN(Cc2ccccc2)S(=O)(=O)N=C1C was read as Pf Dd2 inh -4.6%.
CC1=C[C@@H](CNS(C)(=O)=O)[C@H](C(C)C)C[C@H]1CC(=O)O was read as Pf Dd2 inh inactive.
COc1ccc(NC(=O)[C@H]2CN(Cc3ccccc3)C[C@H]2C(=O)O)cn1 was read as Pf Dd2 inh 10.5%.
COc1ccc(NC(=O)Cn2c(-c3ccc(Cl)cc3)nc(C)cc2=O)cc1 was read as Pf Dd2 inh -3.7%.
For CCC(Sc1nc2ncccc2[nH]1)C(=O)Nc1ccccc1F (stereo unspecified) the results were Pf Dd2 inh -25.5%.
`O=C(COc1ccc(F)cc1)Nc1cccc(-c2nnc3n2CCCC3)c1` gave Pf Dd2 inh 8.91µM*.
`CS(=O)(=O)N[C@H]1C[C@H]2C(=O)NC[C@@H](CCC(=O)N3CCCCC3)N2C1` gave Pf Dd2 inh -12.0%[44.1 µM].
For O=C(c1cccc(C(F)(F)F)c1)N1CCC(c2n[nH]c(=O)n2-c2ccccc2)CC1 the results were Pf Dd2 inh -21.4%.
`Cc1cccc(-c2noc(CNC(=O)c3ccccc3Br)n2)c1` gave Pf Dd2 inh 11.9%.
`Nc1c(-c2nc(-c3cccs3)no2)nnn1-c1cccc(F)c1` gave Pf Dd2 inh -1.7%.
C1=C(c2cc(-c3cccc4[nH]ccc34)cn3cncc23)CCOC1 was read as Pf Dd2 inh -24.5%[44.1 µM].
For NC(=O)[C@@H]1CCCN1c1ccc(-c2nc(Cc3ccccc3)no2)cn1 the results were Pf Dd2 inh inactive.
For O=C(NCc1ccc(Cl)nc1)c1c[nH]c2cccnc12 the results were Pf Dd2 inh -20.2%[44.1 µM].
`COCC1CN(C(=O)c2ccc(C)c(C)c2)CC12CCNCC2` (stereo unspecified) gave Pf Dd2 inh 52.7%[activator].
For CC(C)Oc1ccc(CNC(=O)CN2C(=O)CCc3cc(S(=O)(=O)N4CCCCC4)ccc32)cc1 the results were Pf Dd2 inh -1.3%.
Cc1noc([C@H]2CCN(Cc3cccnc3)C[C@H]2NC(=O)C2CC2)n1 was read as Pf Dd2 inh 10.2%[5.79 µM].
Screening CN1c2cc(C(=O)NCc3cccc(F)c3)ccc2C(=O)N2CCCCC21 (stereo unspecified) returned Pf Dd2 inh inactive.
For COc1ccc(C(C(=O)NCc2ccccc2)N(C(=O)Cn2nnc3ccccc32)c2ccc(F)cc2)cc1 (stereo unspecified) the results were Pf Dd2 inh 0.3%.
`O=C(CN1C(=O)NC2(CCOCC2)C1=O)Nc1ccccc1` gave Pf Dd2 inh 3.5%.
Screening O=C(c1ccc2c(c1)N(Cc1ccc(Cl)cc1)C(=O)c1ccccc1S2(=O)=O)N1CCN(Cc2ccccc2)CC1 returned Pf Dd2 inh inactive.
CCCCCn1c(=N)n(CC(O)COc2cccc(C)c2)c2ccccc21 (stereo unspecified) was read as Pf Dd2 inh 1µM*.
Screening CN(C)C(=O)Cc1ccccc1-n1ccnc1-c1cc2n(n1)CCCNC2 returned Pf Dd2 inh -5.4%.
Screening Cc1ccc(-c2nnc3ccccc3c2C(=O)Nc2ccccc2F)cc1 returned Pf Dd2 inh 18.4%.
O=C(CCc1nc2ccccc2s1)N1CCC(c2noc(-c3ccncc3)n2)C1 (stereo unspecified) was read as Pf Dd2 inh 23.5%[5.79 µM].
COc1cccc(NC(=O)Cn2c(C)cc3nc4n(c(=O)c32)CCC4)c1 was read as Pf Dd2 inh inactive.
`COCc1nc(C2CCN(C(=O)c3cccnc3)C2)no1` (stereo unspecified) gave Pf Dd2 inh -0.2%.
CC(C)(C)C1CCC2(CC1)NC(=O)N(CC(=O)NCc1ccccc1)C2=O (stereo unspecified) was read as Pf Dd2 inh inconclusive.
`COc1cccc(-n2cc(C(=O)OCc3ccc(F)c(F)c3)c3ccccc3c2=O)c1` gave Pf Dd2 inh inactive.
`O=C(c1ccccc1)N1C[C@@H]2C[C@H](C1)c1c(/C=C/c3ccc(Cl)cc3)ccc(=O)n1C2` gave Pf Dd2 inh inactive.
Cc1ccc(CS(=O)(=O)c2ncc(Cl)c(C(=O)Nc3nc4ccc(C)cc4s3)n2)cc1 was read as Pf Dd2 inh inactive.
Screening Brc1cccc(-c2nn(-c3ccccc3)c3c2cnc2cc4c(cc23)OCO4)c1 returned Pf Dd2 inh inactive.
Screening O=C(N1CCC[C@H]1c1nc(-c2ccccc2Cl)no1)C1(c2ccccc2)CC1 returned Pf Dd2 inh -9.9%.
`CC(C)c1noc(C2CCCN(C(=O)NCCc3ccccc3)CCC(=O)NCC2)n1` (stereo unspecified) gave Pf Dd2 inh 39.3%.
`Cc1ccc(-c2cn(C3CCN(C(=O)c4ccc(Cl)cc4)CC3)c(=O)[nH]2)cc1` gave Pf Dd2 inh inconclusive.
For O=C(CC1CCOC2(CCN(S(=O)(=O)c3ccccc3)CC2)C1)N1CCCC1 (stereo unspecified) the results were Pf Dd2 inh -3.6%.
For CN(C)c1nccnc1OC1CCN(C(=O)CC2CCCC2)C1 (stereo unspecified) the results were Pf Dd2 inh -8.7%.
CN1C(=O)CCC2(CNC(=O)C3CC3)CCC=C12 (stereo unspecified) was read as Pf Dd2 inh -10.7%.
`COc1ccc(NC(=O)c2sc3nc4c(cc3c2N)CN(Cc2ccccc2)CC4)cc1OC` gave Pf Dd2 inh inactive.
`CN(C)CCNC(=O)c1nc2nc(-c3ccccc3)c(-c3cccc(Cl)c3)cc2n1C` gave Pf Dd2 inh inconclusive.
COc1cccc(CN2CC(Oc3ccccc3C(=O)NCc3ccccc3)C2)c1 was read as Pf Dd2 inh 3.55µM*.
`COc1ccc(N2CC(c3noc(-c4ccccc4F)n3)CC2=O)cc1OC` (stereo unspecified) gave Pf Dd2 inh -12.8%.
`O=C(c1ccco1)N1CCN(C(=O)C2NCCc3[nH]cnc32)CC1` (stereo unspecified) gave Pf Dd2 inh 21.1%.
For Cc1ccc(CN2C(=O)C3(c4ccccc42)N(c2ccc(C)c(Cl)c2)C(=O)CS3(=O)=O)cc1 (stereo unspecified) the results were Pf Dd2 inh -8.0%.
`CS(=O)(=O)c1cnc(NC2CCCCCC2)nc1C1CCCNC1` (stereo unspecified) gave Pf Dd2 inh inconclusive.
`O=C1CCN(C(=O)Cn2ccnc2)CCCC(c2nc(-c3cccnc3)no2)CCN1` (stereo unspecified) gave Pf Dd2 inh 5.2%.
Screening Cc1ccccc1-n1cc(CNC(=O)C(c2cccc(F)c2)N(C)C)cn1 (stereo unspecified) returned Pf Dd2 inh inconclusive.
CCOCC(=O)N1CCn2nc(Cc3ccccc3)cc2C1 was read as Pf Dd2 inh 3.9%.
For Cc1ccc(NC(=O)CSc2nc(-c3ccc(F)cc3)nc3c2Cc2c(CO)cnc(C)c2O3)cc1C the results were Pf Dd2 inh 9.4%.
`COc1ccc(C(=O)N2CCC3(CC2)OCC(C(=O)NC2CC2)N3C(=O)c2ccc(OC)cc2)cc1` (stereo unspecified) gave Pf Dd2 inh 2.4%.
Screening CCN(C(=O)CN1C(=O)NC2(CCS(=O)(=O)CC2)C1=O)c1cccc(C)c1 returned Pf Dd2 inh inconclusive.
Screening Cn1cc(-c2cnc(Nc3cnccn3)c3c2CCO3)cn1 returned Pf Dd2 inh 6.2%[44.1 µM].
For CCOC(=O)c1c(C)oc2ccc(N(C(=O)c3ccncc3)S(=O)(=O)c3ccc(Br)cc3)cc12 the results were Pf Dd2 inh 29.3%.
`O=c1n(Cc2ccc(F)cc2)nc2n1CCCCC2` gave Pf Dd2 inh 43.2%[activator].
`CCC(=O)N1CCCN(CC)C2(CCOCC2)C1` gave Pf Dd2 inh -14.7%.
Screening O=C1CC(c2ccccc2)NCCCCCN1 (stereo unspecified) returned Pf Dd2 inh -12.5%.
Screening Cc1ccc(N2CCN(C(=O)CCc3c(C)nc4c(c3C)c(=O)n(C)c(=O)n4C)CC2)c(C)c1 returned Pf Dd2 inh 37.1%[activator].

Screening results as filed in PubChem BioAssay.

The list is partial, so the mix of outcomes need not match the whole.
